# ABCB1 inh – ABCB1 efflux pump inhibitors, primary screen, cell-based, multiplex, flow cytometry, ABCG2 counter-screen | inhibition, % at 6.6 µM | CCRF-Adr cells, JC-1 efflux | actives 0.067% (n = 190,000) | AID 1326, 2008 | ATP-dependent translocase ABCB1 (Homo sapiens), P08183; in the data active means inhibition above about 40%;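 further: 0% = vehicle and 100% = reference inhibitor; higher value means more JC-1 retained so stronger ABCB1 efflux block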
# ABCG2 block – ABCG2 efflux pump inhibitors, primary screen, multiplex with ABCB1, IgMXP3 cells, flow cytometry; JC-1 efflux; inhibition, % at 6.6 µM; actives 0.1% (n = 190,000); Broad substrate specificity ATP-binding cassette transporter ABCG2 (Homo sapiens), Q9UNQ0;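 active means inhibition above 80%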;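 further: 0% = DMSO and 100% = nicardipine control wells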
#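 Test system: ABCG2 IgMXP3 and barcoded ABCB1 CCRF-Adr cell mix; Schedule: cells with compound and JC-1, 10 min at 25 °C, rotating, no wash; Technique: flow cytometry of retained JC-1 fluorescence; Measure: % inhibition of efflux relative to nicardipine and DMSO; Controls: nicardipine high and DMSO low controls.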
# Bim-Mcl-1 – inhibitors of Bim peptide binding to Mcl-1, primary screen, biochemical, bead-based flow cytometry, multiplex | actives 0.1% (n = 190,000) | inhibition, % at 10 µM | Bim peptide-Mcl-1 binding | Induced myeloid leukemia cell differentiation protein Mcl-1 (Homo sapiens), Q07820;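 further: 0% = no compound tracer wells and 100% = peptide blocker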
# RGS8-Gao reg – RGS8-Galphao binding modulators, primary screen, biochemical, multiplexed bead flow cytometry; actives 0.34% (n = 220,000); actives lie on both sides; response (percent of control binding), % at 10 µM; in the data active means response below about 60% or above about 140%; inactive means in between;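 further: Galphao activated as the GDP aluminium fluoride complex binding bead-coupled RGS8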
# Target sequence (P09471 whole entry, looked up): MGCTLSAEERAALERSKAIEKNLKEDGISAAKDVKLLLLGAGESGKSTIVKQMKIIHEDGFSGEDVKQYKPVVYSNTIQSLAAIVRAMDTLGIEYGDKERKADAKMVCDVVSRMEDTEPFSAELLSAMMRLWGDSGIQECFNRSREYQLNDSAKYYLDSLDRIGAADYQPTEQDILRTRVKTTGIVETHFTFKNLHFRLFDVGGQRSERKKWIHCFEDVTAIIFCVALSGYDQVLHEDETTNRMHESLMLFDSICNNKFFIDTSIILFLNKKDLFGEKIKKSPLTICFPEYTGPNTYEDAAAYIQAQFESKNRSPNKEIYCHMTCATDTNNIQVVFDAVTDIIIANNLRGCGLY
# Bim-Bcl-2 – inhibitors of Bim-Bcl-2 binding, primary screen, biochemical, multiplexed, human Bcl-2 family; Apoptosis regulator Bcl-2 (Homo sapiens), P10415; Bead-based flow cytometry, Bim peptide-Bcl-2 binding; inhibition, % at 10 µM; actives 0.06% (n = 190,000); AID 950, 2007; in the data active means inhibition above about 40%; inconclusive means no clear call, values can overlap the other calls;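 further: 0% = no compound wells with probe peptide and 100% = reference peptide inhibitor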
# Target sequence (P10415 whole entry, looked up): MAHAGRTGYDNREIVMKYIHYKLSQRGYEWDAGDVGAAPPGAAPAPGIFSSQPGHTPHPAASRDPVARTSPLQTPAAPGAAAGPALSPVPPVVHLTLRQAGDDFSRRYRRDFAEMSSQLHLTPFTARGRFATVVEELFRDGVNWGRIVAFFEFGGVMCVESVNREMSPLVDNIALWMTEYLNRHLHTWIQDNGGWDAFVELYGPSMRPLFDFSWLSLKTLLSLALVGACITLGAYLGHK
# RGS7-Gao reg – RGS7-Galphao binding modulators, primary screen, biochemical, multiplexed bead flow cytometry; actives 0.35% (n = 220,000); actives lie on both sides; Guanine nucleotide-binding protein G(o) subunit alpha (Homo sapiens), P09471; binding response (% of control), % at 10 µM; AID 1439, 2008; in the data active means binding response below about 49% or above about 150%; inconclusive means no clear call, values can overlap the other calls; inactive means in between;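 further: fluorescent Galphao held in activated GDP-AlF4 state binding bead-coupled RGS7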
# RGS4-Gao reg – modulators of RGS4 binding to Galphao, primary screen, biochemical, multiplexed bead flow cytometry; Guanine nucleotide-binding protein G(o) subunit alpha (Homo sapiens), P09471; actives lie on both sides; binding response (% of control), % at 10 µM; actives 0.33% (n = 220,000); in the data active means binding response below about 49% or above about 150%; inactive means in between;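 further: fluorescent Galphao activated with aluminum fluoride binding bead-coupled RGS4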
# Bim-Bcl-B – inhibitors of Bim-Bcl-B binding, primary screen, biochemical, multiplexed, human Bcl-2 family; Bcl-2-like protein 10 (Homo sapiens), Q9HD36; bead-based flow cytometry, Bim peptide-Bcl-B binding; inhibition, % at 10 µM; actives 0.073% (n = 190,000);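 further: 0% = tracer peptide without compound and 100% = reference inhibitor peptide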
# Target sequence (Q9HD36 whole entry, looked up): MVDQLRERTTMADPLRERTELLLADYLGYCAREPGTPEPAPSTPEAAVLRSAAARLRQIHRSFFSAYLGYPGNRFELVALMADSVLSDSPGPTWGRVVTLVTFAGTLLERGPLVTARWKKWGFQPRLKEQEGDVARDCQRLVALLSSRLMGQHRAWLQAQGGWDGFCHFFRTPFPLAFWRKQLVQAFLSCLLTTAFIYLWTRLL
# Bcl-W Bim block – inhibitors of Bim binding to Bcl-W, primary screen, biochemical, multiplexed, bead-based flow cytometry. Bcl-2-like protein 2 (Homo sapiens), Q92843. inhibition, % at 10 µM. actives 0.02% (n = 190,000). Bim peptide-Bcl-W binding. AID 952, 2007;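 further: 0% = bound tracer without compound and 100% = peptide blocker; higher means less fluorescent Bim peptide bound to Bcl-W beads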
# Target sequence (Q92843 whole entry, looked up): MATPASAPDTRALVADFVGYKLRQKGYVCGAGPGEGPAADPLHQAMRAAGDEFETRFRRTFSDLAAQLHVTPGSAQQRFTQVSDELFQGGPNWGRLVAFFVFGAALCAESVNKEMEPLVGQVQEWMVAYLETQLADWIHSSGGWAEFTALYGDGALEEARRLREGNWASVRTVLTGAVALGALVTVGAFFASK
# Bfl-1 Bim block – inhibitors of Bim binding to Bfl-1, primary screen, biochemical, multiplexed, bead-based flow cytometry; Bim-Bfl-1 binding inhibition; inhibition, % at 10 µM; actives 0.12% (n = 190,000);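 further: 0% = wells without compound plus tracer and 100% = blocker peptide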
# Bcl-XL Bim block – inhibitors of Bim-Bcl-XL binding, primary screen, biochemical, multiplexed, bead flow cytometry, human Bcl-XL; Bcl-2-like protein 1 (Homo sapiens), Q07817; Bim peptide-Bcl-XL binding, fluorescence; inhibition, % at 10 µM; actives 0.04% (n = 190,000); AID 1007, 2008
# * hit, by the source's call; ? = inconclusive. Unless noted, no stated cut-off is given here; in the data, active means inhibition above about 40%.
SMILES,ABCB1 inh,ABCG2 block,Bim-Mcl-1,RGS8-Gao reg,Bim-Bcl-2,RGS7-Gao reg,RGS4-Gao reg,Bim-Bcl-B,Bcl-W Bim block,Bfl-1 Bim block,Bcl-XL Bim block
Fc1ccc(Nc2nc(Oc3ccc4c(c3)OCO4)nc(N3CCOCC3)n2)c(F)c1,0.9,12,0,100,-8,101,104,-3,2,-6,3
Cc1ccc(C(=O)Nc2ccccc2Oc2ccccc2)cc1[N+](=O)[O-],0.3,4,17,101,-1,101,103,0,2,-10,-2
CCCOc1ccc(N2C(=O)C3ON(c4ccccc4)C(CCC)C3C2=O)cc1 (stereo unspecified),0.8,7,-1,99,-14,96,95,-10,2,-12,-3
COCCCn1c2nc3ccccc3nc2c2c(=O)n(Cc3cccs3)cnc21,-5.5,0,-1,100,1,102,100,-4,-3,-3,-3
O=C(C1CCN(S(=O)(=O)c2cccnc2)CC1)N1CCN(C2CCCC2)CC1,0.2,-3,-2,102,-7,120,106,-9,0,-17,-4
CC(C)CNc1nc2c(c(=O)n(C)c(=O)n2C)n1Cc1cccc(Br)c1,1.5,6,0,97,-6,101,98,-6,3,-10,-1
COCCCn1nnnc1SCC(=O)Nc1nc(C)c(C)s1,1.3,52,-4,97,-15,101,99,-12,-6,-20,-14
Cc1nnc(SCC(=O)Nc2nc(-c3ccc(F)cc3)cs2)[nH]c1=O,0.8,2,-2,99,0,102,102,3,0,2,-3
CC1(C)CC(=O)C2=C(C1)OC(N)=C(C#N)C2C#Cc1ccccc1 (stereo unspecified),-1.2,-9,-3,99,-10,95,98,-7,-4,-11,-3
Cc1onc(-c2ccccc2)c1C(=O)NC(=S)NNC(=O)c1ccc(O)cc1O,-1.5,-6,-2,103,0,100,104,-78,-1,-3,-7
Nc1nn(-c2ccccc2)c(N)c1N=Nc1ccccc1,0.1,-2,-2,100,-1,93,97,-1,-1,-1,-4
COc1ccc(-n2c(C)nn(CCOc3ccccc3)c2=O)cc1,0.0,0,0,100,0,?,100,0,-2,3,-1
CCOC(=O)CSc1nnc(CNC(=O)c2ccc(S(=O)(=O)N(C)C)cc2)n1C,-0.3,-2,0,102,-2,101,102,-4,0,-5,-3
N#C/C(=C\c1ccc(N2CCOCC2)o1)C(=O)NCCc1ccccc1,0.9,4,-1,97,5,93,100,-4,-2,-10,-1
Cc1ccc(OCC(O)CN2CCN(c3ccccc3)CC2)cc1 (stereo unspecified),0.1,1,-4,127,-1,109,114,-4,-2,1,0
O=C(CN1C(=O)C2CCCCC2C1=O)N1CCN(c2ccc(F)cc2)CC1 (stereo unspecified),0.4,1,-2,101,-3,95,99,-3,-1,-5,-2
Cc1cc(N=Cc2c(O)ccc3ccccc23)no1,1.2,7,-2,101,-8,96,101,-8,0,-15,-5
N#CCSc1nc(-c2ccccc2)c2cc(Cl)ccc2n1,0.6,1,17,102,-5,98,97,-5,-5,-2,-6
COc1ccc(OC)c(C2NC(=O)NC(C)=C2C(=O)Nc2ccc(C)cc2)c1 (stereo unspecified),0.4,2,-1,100,-10,100,101,-4,4,-7,-1
Cc1ccc(NC(=O)CN2C(=O)c3ccccc3C2=O)nc1,0.4,2,0,100,-3,?,101,0,0,0,-1
CC1(C)CC2(CC(c3ccccc3F)c3cc(Cl)c(O)cc3O2)NC(=S)N1 (stereo unspecified),0.6,4,6,102,-1,106,104,-14,2,4,1
CC1=Nc2ccccc2/C1=C\c1nc(-c2ccccc2)oc1O,1.3,2,0,104,-4,100,105,-3,1,-1,2
COc1ccc(-c2nc(CN3CCCC(C(=O)NC4CCCC4)C3)c(C)o2)cc1 (stereo unspecified),1.1,3,0,101,-1,103,102,-5,0,-7,2
COc1cc(C2CC(=O)NC(SCC(=O)Nc3ccccc3C)=C2C#N)ccc1O (stereo unspecified),0.0,1,-1,98,0,98,100,-6,0,2,-2
Nc1nc2ccccc2cc1S(=O)(=O)c1ccccc1,2.2,9,0,101,0,?,102,4,-1,4,0

# Overlap with the part before: 2 compounds; new compounds follow.
SMILES,ABCB1 inh,ABCG2 block,Bim-Mcl-1,RGS8-Gao reg,Bim-Bcl-2,RGS7-Gao reg,RGS4-Gao reg,Bim-Bcl-B,Bcl-W Bim block,Bfl-1 Bim block,Bcl-XL Bim block
COc1cc(C2CC(=O)NC(SCC(=O)Nc3ccccc3C)=C2C#N)ccc1O (stereo unspecified),0.0,1,-1,98,0,98,100,-6,0,2,-2
Nc1nc2ccccc2cc1S(=O)(=O)c1ccccc1,2.2,9,0,101,0,?,102,4,-1,4,0
COc1ccc(Nc2nc(Cl)nc(N3CCN(c4ccc(OC)cc4)CC3)n2)cc1,2.0,14,0,99,-5,102,100,-6,-4,-5,-1
CC(C)Sc1nc(-c2ccccc2)cc(=O)[nH]1,0.2,1,-1,95,0,94,92,-4,0,2,-3
Cc1sc2ncnc(OCC(=O)c3ccc(S(=O)(=O)N4CCCC4)cc3)c2c1C,0.5,3,0,97,1,90,96,-3,3,-5,1
Cc1ccc(NC(=O)CSc2nccc(=O)[nH]2)c(S(=O)(=O)N2CCOCC2)c1,0.0,0,0,105,-3,98,98,-6,-4,2,-1
CCOc1cc(C2CC(=O)NC3=C2C(=O)C(C(=O)OC)C(C)C3)cc(Br)c1O (stereo unspecified),1.6,7,-1,93,0,101,85,-8,3,-3,0
CC(=O)Nc1cccc(/C(C)=N/NC(=O)c2ccc(CN3CCOCC3)cc2)c1,0.0,0,0,115,0,103,105,-1,-3,2,-1
COc1ccc(NC(=O)NCc2ccccn2)cc1OC,1.4,22,-7,100,-5,102,100,-7,-9,-6,-8
COc1ccc(C(=S)N2CCOCC2)cc1OC(=O)c1cccc([N+](=O)[O-])c1,1.1,10,-3,99,0,99,98,-3,-1,-3,0
CCCN(CCC)C(=O)CCSCCC(=O)N(CCC)CCC,0.4,-1,-1,101,2,102,101,-1,-1,2,-1
CCc1nnc(NC(=O)C2CC(=O)N(CCc3ccccc3)C2)s1 (stereo unspecified),-0.1,0,-2,105,-9,103,100,-10,-1,-12,-4
N#CCC(=O)N/N=C/c1cc([N+](=O)[O-])ccc1N1CCOCC1,0.1,1,-1,106,-3,104,108,2,-2,-1,-1
CCCCn1nnc(NC(=O)c2ccco2)n1,0.5,6,-5,99,-9,100,98,-13,-4,-19,-15
COc1ccc(C2=NNC(c3cccnc3)=Nc3ccc(OC)cc32)cc1,1.4,10,-3,97,-1,?,100,-3,0,-5,-2
CNC1=C([N+](=O)[O-])CC([N+](=O)[O-])=C(N2CCNCC2)N1C,0.8,2,2,84,-5,92,92,-3,1,-4,0
O=C(Nc1ccc(S(=O)(=O)Nc2nccs2)cc1)c1ccc(S(=O)(=O)N2CCOCC2)cc1,-0.4,-2,-3,101,-9,101,100,-6,-3,-5,-4
COC(=O)CN1CCN(C(c2ccccc2)c2ccccc2)CC1,0.7,5,-2,104,-2,102,101,-3,-2,0,0
C=CCn1c(SCC(=O)NCc2ccco2)nc2sc3c(c2c1=O)CCC3,3.0,27,-5,99,2,101,100,-2,-9,7,-4
O=C(CCC(=O)N(c1ccccc1)C(C(=O)NC1CCCC1)c1ccncc1)Nc1cccnc1 (stereo unspecified),3.0,5,-4,105,-9,101,105,-7,2,-16,-7
CCCCn1c(=O)[nH]c(=O)c2c1nc(-c1ccsc1)n2Cc1ccccc1,1.5,7,-6,105,1,102,103,-6,-1,-2,-4
O=C(CSc1ccc2c(c1)OCCO2)Nc1ccc(Br)cc1,-0.1,0,-3,99,-4,101,103,2,-1,0,-1
Cc1nnc(NC(=O)CSc2nnc(-c3ccccc3)n2C)s1,0.7,3,-1,99,-4,99,98,-4,1,-7,-1
Oc1ccccc1CNCc1ccccc1,0.9,10,-7,101,-4,?,98,0,-5,2,-6
COCC(C)NC(=O)Cc1ccc(Cl)cc1 (stereo unspecified),1.1,3,2,104,-3,96,98,-5,-2,-6,-2
CCN(CC)C(=O)Cn1cc(S(=O)(=O)CC(=O)Nc2ccc3c(c2)OCCO3)c2ccccc21,0.5,4,1,100,-3,94,99,-5,0,-3,-2
Cc1ccc(N(CC(=O)N/N=C/c2cccnc2)S(=O)(=O)c2ccccc2)cc1,1.2,13,2,103,-2,101,106,-4,0,-5,-2

# In the list so far, 8 contain an aryl methoxy group:
SMILES,ABCB1 inh,ABCG2 block,Bim-Mcl-1,RGS8-Gao reg,Bim-Bcl-2,RGS7-Gao reg,RGS4-Gao reg,Bim-Bcl-B,Bcl-W Bim block,Bfl-1 Bim block,Bcl-XL Bim block
COc1ccc(-n2c(C)nn(CCOc3ccccc3)c2=O)cc1,0.0,0,0,100,0,?,100,0,-2,3,-1
COc1ccc(OC)c(C2NC(=O)NC(C)=C2C(=O)Nc2ccc(C)cc2)c1 (stereo unspecified),0.4,2,-1,100,-10,100,101,-4,4,-7,-1
COc1ccc(-c2nc(CN3CCCC(C(=O)NC4CCCC4)C3)c(C)o2)cc1 (stereo unspecified),1.1,3,0,101,-1,103,102,-5,0,-7,2
COc1cc(C2CC(=O)NC(SCC(=O)Nc3ccccc3C)=C2C#N)ccc1O (stereo unspecified),0.0,1,-1,98,0,98,100,-6,0,2,-2
COc1ccc(Nc2nc(Cl)nc(N3CCN(c4ccc(OC)cc4)CC3)n2)cc1,2.0,14,0,99,-5,102,100,-6,-4,-5,-1
COc1ccc(NC(=O)NCc2ccccn2)cc1OC,1.4,22,-7,100,-5,102,100,-7,-9,-6,-8
COc1ccc(C(=S)N2CCOCC2)cc1OC(=O)c1cccc([N+](=O)[O-])c1,1.1,10,-3,99,0,99,98,-3,-1,-3,0
COc1ccc(C2=NNC(c3cccnc3)=Nc3ccc(OC)cc32)cc1,1.4,10,-3,97,-1,?,100,-3,0,-5,-2

# Assay outcomes as filed in PubChem BioAssay.
